Screens (PubChem)
KB-V1 cytotox: kills drug-selected multidrug resistant KB-V1 cells; KB-V1 MDR cells viability, CellTiter-Glo, 72 h; Potency, µM (highest dose often 46.1 µM), without a hit: at the highest dose activity change, negative = cytotoxicity, hits mostly cytotoxic; actives 3.4% (n = 400,000); AID 1347076; further: potency means the concentration at half of the fitted maximal effect; on the % scale 0 is the no-effect control and ±100 the full control effect; nearly all actives have a fitted effect of over 60% in size
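Cytotoxicity via CellTiter-Glo luminescence after 72 h compound exposure at 37 degrees C. Cells: drug-selected KB-V1 line, DMEM phenol-red free plus 10% FBS. Compounds tested at multiple concentrations; normalized data fitted to concentration-effect curves.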
WRN helicase inh: WRN helicase (human) inhibition | Q14191 | Potency, µM (titrated, usually from 114 µM), without a hit: top-dose activity change, negative = inhibition, usual class: inhibitors | WRN helicase unwinding, fluorescent forked duplex, kinetic | actives 0.46% (n = 360,000); further: potency means the concentration at half of the fitted maximal effect; on the % scale 0 is the no-effect control and ±100 the full control effect; nearly all actives have a fitted effect of over 55% in size
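Kinetic red-fluorescence monitoring (525/598 nm) tracks WRN helicase activity after 100 nM fluorophore-quencher forked duplex and 2 mM ATP are added to 20 nM enzyme pretreated 15 min at room temperature with compound.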
HT1080 IDH1KD tx: HT-1080 IDH1 knockdown cell toxicity (counter line); AID 686971; actives 2% (n = 360,000); Potency, µM (highest dose often 46.1 µM), for the others: at the top dose activity, negative = toxicity, most hits filed as cytotoxic; HT-1080 IDH1 knockdown viability, ATP luminescence, 48 h;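 further: potency means the concentration at half of the fitted maximal effect; 0% = DMSO wells and -100% = cell-free medium wells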
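Viability of IDH1-knockdown HT-1080 fibrosarcoma cells was assessed by CellTiter-Glo after 48 h at 37 °C with titrated compound; concentration-effect curves were classified by fit quality and response size.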
HT1080NT lethal: kills 2HG-producing HT-1080-NT fibrosarcoma cells; HT-1080-NT fibrosarcoma viability, CellTiter-Glo ATP luminescence, 48 h; Potency, µM (top dose mostly 46.1 µM), inactives show at the highest dose activity, negative = less viability, hits mostly cytotoxic; actives 1.6% (n = 360,000); AID 686970;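 further: NT is the 2HG producing partner of a matched IDH1 knockdown line; potency means the concentration at half of the fitted maximal effect; 0% = DMSO-treated cells and -100% = media-only wells without cells; nearly all actives have a fitted effect of over 55% in size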
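A 48-hour cytotoxicity screen used HT-1080-NT cells plated 2 hours before compound delivery. ATP-based CellTiter-Glo luminescence measured viability, normalized to DMSO and no-cell controls.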
MCF10A rereplic: induces DNA re-replication in MCF 10a normal breast cells; MCF 10A DNA re-replication, Hoechst nuclear intensity, 48 h; Potency, µM (series often up to 46.1 µM), without a hit: top-dose activity, positive = re-replication, usual class: activators; actives 2.9% (n = 350,000); further: potency means the concentration at half of the fitted maximal effect; % of control where 0% means no effect; nearly all actives have a fitted effect of over 50% in size
KB-3-1 cytotox: kills parental KB-3-1 adenocarcinoma cells; KB-3-1 viability, CellTiter-Glo ATP luminescence, 72 h; Potency, µM (doses to about 46.1 µM), without a hit: at the highest dose activity change, negative = cytotoxic, hits mostly cytotoxic; actives 1.4% (n = 400,000); AID 1347075; further: potency means the concentration at half of the fitted maximal effect; on the % scale 0 is the no-effect control and ±100 the full control effect; nearly all actives have a fitted effect of over 60% in size
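KB-3-1 parental drug-naive adenocarcinoma cells in DMEM/10% FBS, incubated 72 h at 37 C with pin-transferred compounds across a concentration series. Viability by CellTiter-Glo luminescence; concentration-response curves fitted after normalization.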
ATXN2 expr inh: inhibitors of ATXN2 expression; AID 1745845; actives 0.72% (n = 360,000); HEK-293 ATXN2-luciferase reporter, luminescence, 24 h; Potency, µM (series often up to 57 µM), without a hit: at the highest dose activity change, negative = inhibition, usual class: inhibitors; further: potency means the concentration at half of the fitted maximal effect; on the % scale 0 is the no-effect control and ±100 the full control effect; nearly all actives have a fitted effect of over 55% in size
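ATXN2-luciferase reporter cells (luciferase flanked by upstream and downstream ATXN2 gene portions) were treated 24 h at 37 °C with compounds at up to 57 uM. SteadyGlo luminescence gave expression; GF-AFC fluorescence gave viability.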
IL1B secr inh: inflammasome signaling inhibition, IL-1 beta readout; THP-1 LPS/ATP IL-1B secretion, AlphaLISA, 16 h; hits give low values; activity change, % at 57.5 µM; actives 4.7% (n = 360,000); AID 743279; in the data active means activity change below about -50%; inconclusive means mostly about -30% to -49%; further: on the % scale 0 is the no-effect control and ±100 the full control effect
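Secreted IL-1B measured by AlphaLISA bead assay after 16 h compound exposure of THP-1 cells; compounds (final up to 57.5 uM) added 1 h before LPS (250 ng/mL) and ATP (1.25 mM) stimulation; lower signal means less secretion.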
SW480 rerep: induces DNA re-replication in SW480 colon adenocarcinoma cells; actives 1.8% (n = 340,000); SW480 DNA re-replication, Hoechst DNA content imaging, 48 h; Potency, µM (highest dose often 46.1 µM), for the others: at the highest dose re-replication activation, usual class: activators; further: potency means the concentration at half of the fitted maximal effect; % of control where 0% means no effect; nearly all actives have a fitted effect of over 55% in size
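SW480 cells exposed to compounds for 48 hr at 37 C, 5% CO2, then Hoechst-stained 40 min. Nuclear DNA content imaged by fluorescence scanning (405 nm excitation, 500-530 nm emission); re-replication scored as increased high-intensity nuclei.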
* marks the source's active call; other numbers are inactive results; u = inconclusive; x = no result given; [ ] = remark or other dose. Unless noted, the call rests on the fitted dose curve; in most records, active means well fitted curve in the direction sought with a large enough effect; inconclusive means small, poorly fitted or top-dose-only effect, or another doubt; inactive means no such curve, though single readings can be large; an effect the other way counts as inactive or inconclusive.

SMILES	KB-V1 cytotox	WRN helicase inh	HT1080 IDH1KD tx	HT1080NT lethal	MCF10A rereplic	KB-3-1 cytotox	ATXN2 expr inh	IL1B secr inh	SW480 rerep
Cc1cccc(C(=O)N2CCC(=O)N([C@H](COCc3cccc(Cl)c3)Cc3ccccc3)CC2)c1	-26%	-6%	u	u	x	-7%	-37%	-11	x
CCOC(=O)C(CC)n1cnc2c(nnn2-c2ccc(OC)cc2)c1=O (stereo not given)	13%	-4%	0%	4%[9.24 µM]	2%	7%	4%	0	-3%
S=c1[nH]nc(-c2ccccc2)c2ccccc12	0%	-1%	-8%	19%	9%	14%	2%	13	8%
NC(=O)C1(N2CCCCC2)CCN(C2CC(=O)N(Cc3cccs3)C2=O)CC1 (stereo not given)	15%	-2%[57.1 µM]	3%	16%	2%	15%	2%	-10	-5%
CN1CCN(C(=O)c2ccc(-n3cccn3)nc2)CC1	2%	-26%	18%	5%	2%	5%	-19%[11.3 µM]	6	-8%
Cc1ccc(S(=O)(=O)N2CCN(C(=O)c3nn(C(C)C)c(=O)c4ccccc34)CC2)cc1C	u	-36%[57.1 µM]	-2%	-3%	u	-10%	-18%	19	12%
CCOc1ccc2nnnn2n1	u	8%[57.1 µM]	6%	11%	3%	-4%	0%	15	0%
CC(=O)c1cc(C)ccc1OC(=O)c1cccc2nc(C)oc12	-2%	10%	19%	7%	u	-2%	2%	1	-4%
COc1cc(Cn2ccnc2)c(OC)cc1Cn1ccnc1	10%	2%	-28%	-3%	-13%	0%	-4%	6	-6%
O=C1/C(=C/c2cccc(Br)c2)SC(=S)N1/N=C/c1cc([N+](=O)[O-])ccc1O	6%	-4%	-2%	3%	u	20%	-15%	-13	-20%
CCOC(=O)CSc1nc(C)c2ccccc2n1	2%	1%	12%	15%	2%	16%	4%	19	-1%[9.22 µM]
COCCNC(=S)Nc1ccc([N+](=O)[O-])cc1C	u	2%	6%	0%	-1%	11%	-11%[11.3 µM]	-1	-12%
CC1CCN(C(=O)COC(=O)c2cc3ccccc3oc2=O)CC1	1%	6%	17%	18%	-27%	-1%	3%	-19	-3%
C/C(=N\NC(=S)NCCc1ccccc1)c1ccc(Cl)cc1Cl	-26%	0%	u	u	u	u	-16%	3	u
COc1ccc(-c2cc3nc(NCCOc4ccccc4)ccn3n2)cc1	-1%	-11%	u	u	x	0%	u	-17	x
COC(=O)c1c(NC(C)=O)sc(C(=O)N2CCOCC2)c1C	5%	-9%[57.1 µM]	-4%	-5%	-40%[inhibitor]	1%	1%	36	-90%[inhibitor]
COc1ccccc1NS(=O)(=O)c1ccc2oc(SC(C)C(=O)N3CCNC3=O)nc2c1 (stereo not given)	0%	-11%	-18%	-7%	2%	-21%	u	u	-28%
O=C(NC(=S)Nc1nc2ccccc2s1)c1ccco1	u	-18%	1%	3%	-9%	-7%	40%[activator]	40	-7%
COc1ccc(C(=O)c2ccc(Cl)cc2Cl)cc1	-2%	-2%	-2%	-3%	5%	-20%	15%	16	-1%
COc1ccc(CC(=O)NNC(=O)c2cccnc2)cc1OC	u	4%	3%	0%	-2%	6%	x	10	-1%
Cn1c(CSCc2ccc(F)cc2)nnc1SCC(=O)Nc1cccc(C(=O)O)c1	-12%	2%	-1%	-1%	5%	14%	5%	1	-7%
CC(=O)Nc1ccc(NC(=O)C(C)N2CCN(S(=O)(=O)c3ccc(C)cc3)CC2)cc1 (stereo not given)	-22%	-9%	1%	2%	8%	9%	-3%	2	4%
C/C(=N\NC(=O)c1ccc(CSc2cccc3cccnc23)cc1)C1CCCCC1	u	10%	-10%	-8%	-50%[inhibitor]	-8%	12%	-4	-41%[inhibitor]
Cc1nc(NC(=O)c2ccccc2)sc1-c1cc(C(=O)N2CCOCC2)nn1CCO	-9%	5%	0%	6%	x	-9%	x	-29	x
COCCn1c(CN(C)Cc2ccccc2)nc2c1c(=O)n(C)c(=O)n2C	u	-4%	-11%	18%	-3%	-4%	-10%	46	1%

Overlap with the part before: 4 compounds; new compounds follow.
SMILES	KB-V1 cytotox	WRN helicase inh	HT1080 IDH1KD tx	HT1080NT lethal	MCF10A rereplic	KB-3-1 cytotox	ATXN2 expr inh	IL1B secr inh	SW480 rerep
CC(=O)Nc1ccc(NC(=O)C(C)N2CCN(S(=O)(=O)c3ccc(C)cc3)CC2)cc1 (stereo not given)	-22%	-9%	1%	2%	8%	9%	-3%	2	4%
C/C(=N\NC(=O)c1ccc(CSc2cccc3cccnc23)cc1)C1CCCCC1	u	10%	-10%	-8%	-50%[inhibitor]	-8%	12%	-4	-41%[inhibitor]
Cc1nc(NC(=O)c2ccccc2)sc1-c1cc(C(=O)N2CCOCC2)nn1CCO	-9%	5%	0%	6%	x	-9%	x	-29	x
COCCn1c(CN(C)Cc2ccccc2)nc2c1c(=O)n(C)c(=O)n2C	u	-4%	-11%	18%	-3%	-4%	-10%	46	1%
Cc1ccccc1C(OCCN(C(C)C)C(C)C)c1ccccc1 (stereo not given)	0%	0%	-14%	-15%	-1%	-6%	-15%	-53*	-2%
CC(=O)c1cccc(CN2CCCC(CCC(=O)NCc3ccc(F)c(F)c3)C2)c1 (stereo not given)	-13%	7%	0%	2%	u	-8%	x	12	3%
COc1ccc(C2C(C(C)=O)=C(O)C(=O)N2c2ccc(F)cc2)cc1 (stereo not given)	6%	-1%	-6%	-7%	15%	-3%	-1%	-13	4%
Cc1ccc(S(=O)(=O)N2CC(O)C[C@H]2C(=O)OCC(=O)Nc2ccc(N3CCCCC3)cc2)cc1C (stereo not given in full)	3%	-1%	-6%	-8%	14%	-3%	-1%	-1	2%
O=c1[nH]n2c(=O)c3c([nH]c2c1N=Nc1cccc(Cl)c1)CCCC3	u	u	3%	5%	1%	9%	-14%	4	-5%
C/C(=N/OC(=O)c1ccc(C)cc1)c1cccs1	1%	8%	19%	7%	-10%	-2%	14%	3	17%
CCOC(=O)c1c(C)[nH]c(C(=O)COC(=O)c2ccccc2NC(=O)c2ccco2)c1C	u	-16%	14%	10%	5%	-17%	-23%	15	-12%
CCCC(=O)Nc1nc2c(C)c(Cl)ccc2s1	0%	-6%	7%	4%	1%	-16%	x	72	0%
CC(=O)N1CCc2c(sc(NC(=O)Cc3ccccc3)c2C(N)=O)C1	-10%	5%	-1%	6%	2%	-5%	-7%	5	-5%
NC(=O)c1cnn2c(C(F)(F)F)cc(-c3ccccc3)nc12	u	-19%	-4%[9.24 µM]	-12%	7%	21%	-19%	-9	-9%
CCOC(=O)c1ccc(S(=O)(=O)Nc2ccc3cn[nH]c3c2)cc1	18µM*	-4%	-27%	-8%	5%	u	-12%	25	1%
Oc1ccccc1/C=N/NC(=S)NCCc1ccccc1	u	-2%	u	u	u	-5%	-14%	43	u
COc1ccc(CCNC(=O)CCC2COc3ccccc3O2)cc1OC (stereo not given)	2%	5%	7%	7%	-4%	1%	-8%	0	-3%
CCc1n[nH]c2c1/C(=N\O)CC(C)(C)C2	0%	-22%[57.1 µM]	9%	3%	8%	2%	-14%	1	4%
Cn1c(CNC(=O)c2ccc(Cl)c(Cl)c2)nnc1SCC(=O)Nc1sc2c(c1C#N)CCCC2	-14%	-17%	5%	5%	u	2%	-17%	8	2%
COC(=O)c1sc(-c2ccccc2)cc1NC(=O)c1ccccc1	0%	-24%[57.1 µM]	3%	9%	4%	7%	-5%	15	-3%
Cc1ccc(S(=O)(=O)N2CCN(CC(=O)NCC3(N4CCOCC4)CCCCC3)CC2)cc1	-18%	1%	9%	2%	3%	3%	9%	4	-1%
CN(C)c1ccc(NC(=O)c2ccc(N3CCOCC3)nc2)cc1	-5%	7%	-6%	-9%	10%	5%	9%	u	u
CCOC(=O)c1c(N)sc(C(C)=O)c1C	0%	5%	11%	5%	2%	-5%	5%	-2	-6%
COc1ccc(-n2ncc3c(N4CCCCC4)ncnc32)cc1	u	-6%	-14%	-12%	-3%	-11%	u	-8	-4%
O=C(CN1CCN(c2ccccc2O)CC1)Nc1ccc2c(c1)CCC2	-22%	-27%[57.1 µM]	0%	1%	25%	21%	-12%[11.3 µM]	-3	11%
CC(=O)c1cnc2cc(-c3ccc(C)cc3)nn2c1C	5%	-7%[57.1 µM]	6%[9.24 µM]	-2%	-1%	-7%	78%[activator]	24	2%
Cc1ccc(CN2CCN(/N=C/c3cc([N+](=O)[O-])ccc3Cl)CC2)cc1	-1%	-1%	9%	7%	u	-7%	-2%	-9	-1%
Brc1ccc(-c2noc3c2-c2nc(-c4ccccc4)sc2CC3)cc1	15%	1%	0%	u	5%	0%	4%	14	-2%
Clc1ccccc1C(c1nnnn1Cc1ccco1)N1CCN(Cc2ccco2)CC1 (stereo not given)	0%	2%	0%	2%	2%	-15%	1%	-28	10%
CCN(CCn1cccn1)C(=O)CC1C(=O)NCCN1Cc1cc(OC)cc(OC)c1 (stereo not given)	u	5%	-2%	-5%	-7%	18%	-4%	-22	-7%
O=C(c1ccccn1)N(c1ccccc1)C1(C(=O)NC2CCCCC2)CCCCC1	u	5%	9%	0%	0%	11%	-15%	-12	2%
COc1ccc(-n2c3c(cc(C#N)c2=O)C(=O)CCC3)cc1	0%	4%	-1%	0%	0%	20%	-14%	-10	0%
COc1ccc(C)cc1S(=O)(=O)N(C)CC(=O)NC1CCCCC1	-2%	-19%	7%	10%	-1%	2%	-4%	12	-2%
Cc1cccc2[nH]c(-c3ccc(NC(=O)c4ccco4)cc3)nc12	u	-24%	u	-23%	u	-7%	56%[activator]	-25	-22%
